# ST2 inh = IL1RL1 inhibition | Q01638 | AlphaLISA ST2-Fc/biotin-IL-33 interaction, 1 h | inhibition, % for hits at 17 µM | actives 2.3% (n = 78,000) | AID 1259354; in the data active = inhibition above about 30%; inconclusive = mostly about 10% to 28%
# Target sequence (Q01638 whole entry, looked up): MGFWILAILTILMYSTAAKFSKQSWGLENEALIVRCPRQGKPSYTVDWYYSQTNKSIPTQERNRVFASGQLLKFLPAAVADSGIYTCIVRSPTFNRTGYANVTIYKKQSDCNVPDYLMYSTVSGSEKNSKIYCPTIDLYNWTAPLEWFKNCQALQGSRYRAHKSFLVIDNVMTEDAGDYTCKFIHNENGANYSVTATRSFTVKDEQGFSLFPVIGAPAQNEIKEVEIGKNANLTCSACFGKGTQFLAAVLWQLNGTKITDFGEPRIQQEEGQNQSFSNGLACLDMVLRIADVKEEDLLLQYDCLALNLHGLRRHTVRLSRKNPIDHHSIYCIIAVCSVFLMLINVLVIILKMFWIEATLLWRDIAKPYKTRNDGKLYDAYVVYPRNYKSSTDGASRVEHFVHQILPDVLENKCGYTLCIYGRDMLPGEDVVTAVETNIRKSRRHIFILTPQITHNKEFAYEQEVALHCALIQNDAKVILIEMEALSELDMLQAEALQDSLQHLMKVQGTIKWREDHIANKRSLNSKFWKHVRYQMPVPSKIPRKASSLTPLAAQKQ
# Numbers without * were called inactive; i = inactive; ? = inconclusive.
SMILES,ST2 inh
COc1ccc(C(C)(C)C)cc1S(=O)(=O)N1CCNC(C(=O)O)C1 (stereo unspecified),i
COc1cc(NC(=O)CN2CCC(n3ccnc3)C2)ccc1Cl (stereo unspecified),i
CC(C)c1ccc(CNC(=O)c2ccc(Nc3cc(-c4ccccc4)ncn3)cc2)cc1,i
O=C(NCc1ccccc1)C(Cc1ccccc1)N1C(=O)C2C3C=CC(C3)C2C1=O (stereo unspecified),i
COc1cc(N2CCC3(CC2)CNC(=O)O3)ncn1,i
CCN1CCCC1CNC(=O)C(NC(=O)C1CCC(C)CC1)C(C)C (stereo unspecified),?
Cc1ccc(C(c2sc3nc(C)nn3c2O)N2CCC(C(N)=O)CC2)cc1 (stereo unspecified),i
CN(C)c1ccc(C2C(C#N)=C(N)Oc3n[nH]c(-c4ccccc4)c32)cc1 (stereo unspecified),?
O=c1oc2c(CN3CCOCC3)c(O)ccc2cc1-c1nc2ccccc2[nH]1,i
Cc1cc(C)c(C(=O)N2CCCC(c3nc4c(C)cccc4[nH]3)C2)c(=O)[nH]1 (stereo unspecified),i
O=C1OC(Nc2ccc(Br)cn2)c2ccccc21 (stereo unspecified),i
N#CC1=C(N)OC2=C(C(=O)CCC2)C1c1ccc(Br)cc1 (stereo unspecified),i
Cc1ccc(-c2nc(C(N)=O)c3c(n2)n(-c2ccc(C)c(C)c2)c(=O)n3Cc2ccccc2)c(C)c1,i
O=C(c1cccc([N+](=O)[O-])c1)N1CCOCC1,i
CCS(=O)(=O)N1CCN(c2nc(N(C)C)nc3c2CCNC3)CC1,i
COc1cc2c(cc1OC)CN(Cc1ccc([N+](=O)[O-])cc1)CC2,i
Cc1cc(Sc2ccccc2NC(=O)Nc2ccc(F)cc2F)n2ncnc2n1,i
[Li+],?
O=C1CCc2cc(S(=O)(=O)NCc3cccs3)ccc2N1,i
C[C@@H]1C(=O)O[C@H]2[C@H]1CC[C@@]1(C)Cc3sc(NCCc4ccccn4)nc3[C@@H](C)[C@H]21,?
CN(Cc1ccco1)C(=O)Cn1nc(-c2ccc(Cl)cc2)ccc1=O,i
CC(=O)N1c2c(cc(Br)cc2S(=O)(=O)N2CCN(c3ccccn3)CC2)CC1C (stereo unspecified),i
Cc1ccnc(SC(C(=O)c2ccccc2)c2ccccc2)n1 (stereo unspecified),i
O=c1c(Cc2ccccc2)c[nH]c2ccccc12,?
COc1cc(C(=O)Nc2ncc(Cc3cccc(Cl)c3)s2)cc(OC)c1OC,i

# Another view of part of the listing above.
COc1cc(N2CCC3(CC2)CNC(=O)O3)ncn1
  ST2 inh: i

CCN1CCCC1CNC(=O)C(NC(=O)C1CCC(C)CC1)C(C)C (stereo unspecified)
  ST2 inh: ?

# Next section
SMILES,ST2 inh
O=C(C1CCN(c2ccc(-c3cccs3)nn2)CC1)N1CCN(c2ccccn2)CC1,i
CCc1nc(C)c(C(=O)NCc2cc(-c3cccnc3)no2)s1,i
CCOC(=O)CCNC(=O)N1CC[C@@H]2CC[C@H](C1)N2C,i
Cc1c(C(=O)N2CCN(Cc3ccccc3)CC2)sc2ncnc(N3CCOCC3)c12,i
CC1=C(C(=O)Nc2cccc(C)n2)C(c2ccc3c(c2)OCO3)C2=C(CCCC2=O)N1 (stereo unspecified),?
O=C(CN1CCOc2ccccc21)NCc1cccs1,?
CCc1ccc(NS(=O)(=O)c2cccc3nonc23)cc1,i
Cc1ccc(Cn2c(CCNC(=O)Nc3ccccc3Br)nc3cccnc32)cc1,?
COc1ccc(N2CCN(C(=O)Cc3cn(C)c4ccccc34)CC2)cc1,i
COc1ccc(CN(C)C(=O)CC2NC(=O)c3ccccc32)c2cccnc12 (stereo unspecified),?
CCOc1cc(/C=C2/SC(=Nc3ccccc3)NC2=O)cc(Br)c1O,?
COc1ccc(CC(=O)Nc2ccc([C@@H](O)[C@H]3COCC(=O)N3Cc3ccc(OC)cc3)cc2)cc1,i
COc1cc(O)c2c(=O)c(O[C@@H]3O[C@H](CO[C@@H]4O[C@@H](C)[C@H](O)[C@@H](O[C@@H]5O[C@@H](C)[C@H](O)[C@@H](O)[C@H]5O)[C@H]4O)[C@H](O)[C@H](O)[C@H]3O)c(-c3ccc(O)c(O)c3)oc2c1,i
CS(=O)(=O)c1ccc(CN2Cc3[nH]cnc3C[C@H]2C(=O)NCc2ccc(C(F)(F)F)cc2)cc1,i
CC(C)N(Cc1cnn(C)c1)C(=O)CCSc1ccc2c(c1)OCCO2,i
CC(C)CN1C(=O)N(Cc2ccccc2)C2(CCN(C3CCOCC3)CC2)C1=O,?
O=C(Nc1cccc([N+](=O)[O-])c1)c1cn(-c2ccccc2)nc1-c1cccnc1,?
C/C=C(\C)C(=O)N1CCc2c(sc(S(=O)(=O)Nc3ccc(F)cc3)c2C(=O)OC)C1,i
COc1cccc(Oc2nc3c(c(=O)n(C)c(=O)n3C)n2Cc2ccc(Br)cc2)c1,?
OC1(Cc2cc(-c3ccccc3)no2)CCN(Cc2ccc3c(c2)OCCO3)CC1,?
CCOC(=O)c1c(NC(=O)CCCn2nc([N+](=O)[O-])cc2C)sc(C)c1C,?
N#Cc1c(C(F)(F)F)cc(-c2cccs2)nc1SCC(=O)Nc1ccccn1,?
O=C(CS(=O)(=O)c1cn(Cc2ccccc2Cl)c2ccccc12)N1CCCCC1,i
COc1ccc(OC)c(N(CC(=O)NCC2CCCO2)S(=O)(=O)c2ccccc2)c1 (stereo unspecified),i
CN(C)CCNC(=O)c1cccn2c(=O)c3cc4ccccc4cc3nc12,i

# Ordered by SMILES length (descending): 15 of the compounds above.
SMILES,ST2 inh
COc1cc(O)c2c(=O)c(O[C@@H]3O[C@H](CO[C@@H]4O[C@@H](C)[C@H](O)[C@@H](O[C@@H]5O[C@@H](C)[C@H](O)[C@@H](O)[C@H]5O)[C@H]4O)[C@H](O)[C@H](O)[C@H]3O)c(-c3ccc(O)c(O)c3)oc2c1,i
COc1ccc(CC(=O)Nc2ccc([C@@H](O)[C@H]3COCC(=O)N3Cc3ccc(OC)cc3)cc2)cc1,i
CS(=O)(=O)c1ccc(CN2Cc3[nH]cnc3C[C@H]2C(=O)NCc2ccc(C(F)(F)F)cc2)cc1,i
CC1=C(C(=O)Nc2cccc(C)n2)C(c2ccc3c(c2)OCO3)C2=C(CCCC2=O)N1 (stereo unspecified),?
O=C(Nc1cccc([N+](=O)[O-])c1)c1cn(-c2ccccc2)nc1-c1cccnc1,?
COc1cccc(Oc2nc3c(c(=O)n(C)c(=O)n3C)n2Cc2ccc(Br)cc2)c1,?
Cc1c(C(=O)N2CCN(Cc3ccccc3)CC2)sc2ncnc(N3CCOCC3)c12,i
N#Cc1c(C(F)(F)F)cc(-c2cccs2)nc1SCC(=O)Nc1ccccn1,?
COc1ccc(CN(C)C(=O)CC2NC(=O)c3ccccc32)c2cccnc12 (stereo unspecified),?
COc1ccc(N2CCN(C(=O)Cc3cn(C)c4ccccc34)CC2)cc1,i
CCOc1cc(/C=C2/SC(=Nc3ccccc3)NC2=O)cc(Br)c1O,?
CCOC(=O)CCNC(=O)N1CC[C@@H]2CC[C@H](C1)N2C,i
CCc1nc(C)c(C(=O)NCc2cc(-c3cccnc3)no2)s1,i
CCc1ccc(NS(=O)(=O)c2cccc3nonc23)cc1,i
O=C(CN1CCOc2ccccc21)NCc1cccs1,?

# (further entries)
SMILES,ST2 inh
CCC1CCCCN1C(=O)Cn1c(=O)n(-c2cc(F)ccc2F)c(=O)c2sccc21 (stereo unspecified),?
COc1cc(C2C(C(=O)Nc3ccccn3)=C(C)NC3=C2C(=O)CCC3)ccc1O (stereo unspecified),i
COc1ccc2c(=O)c(-c3ccccc3)coc2c1C,i
COc1ccc(Cl)cc1NC(=O)c1c(F)c(F)c(F)c(F)c1F,i
N#CC1=C(SCC(N)=O)NC(=O)C(C#N)C12CCCCC2 (stereo unspecified),i
O=C(CSc1ccccn1)c1ccc(Br)cc1,?
O=C(O)CC1C(=O)NCCN1CCCc1ccccc1 (stereo unspecified),?
CCOC(=O)c1oc2ccccc2c1NC(=O)c1cc2ccccc2oc1=O,i
O=C(c1cn[nH]n1)N1CC(Oc2cccc(F)c2)C1,?
Cc1cccn2c(=O)c3cc(C(=O)NCCc4ccccc4)c(=N)n(CCOCCO)c3nc12,i
CCc1nc(NCCCO)c(C#N)c2c1CCCC2,?
Cc1cc(C)cc(Oc2coc3cc(OC(=O)C(C)C)ccc3c2=O)c1,i
COCCn1cc(C(=O)NCCC2=CCCCC2)c2c3ccccc3n(C)c2c1=O,?
COc1ccc(/C=C2\C(=O)N(c3ccc(Cl)c(C(=O)O)c3)N=C2C)cc1Br,72%*
CN=C1S/C(=C\c2cn(CC(=O)O)c3ccccc23)C(=O)N1C,i
CCOc1ccccc1CN1CCN(C2CCCCCC2)CC1CCO (stereo unspecified),i
CC12CN(S(=O)(=O)c3ccccc3)CC(C)(CN(S(=O)(=O)c3ccccc3)C1)C2O (stereo unspecified),i
Cc1ccccc1C1N2CC3(C(C)C)CN1CC(C(C)C)(C2)C3=O (stereo unspecified),i
CCOc1cc(-c2ccc(SC)cc2)cc(=O)c2c(C)oc(C)c12,?
Cc1nc2c(c(=O)[nH]1)CCN(C(=O)c1cc(-n3cccn3)ccc1Cl)C2,i
CC(C)Cc1cc(C(=O)NC2CC(=O)N(C3CCCCCC3)C2)nc(=O)[nH]1 (stereo unspecified),i
CCn1cc(-c2c(-c3ccccc3)ncn2C(C)c2cnn(C)c2)c(C)n1 (stereo unspecified),?
Cn1cnnc1Sc1ccc(CN(Cc2cccnc2)C2CCCCCC2)o1,?
Cc1nc2c(c(=O)n1C)CCN(Cc1cn[nH]c1-c1ccccc1)CC2,i
CC1CCCN(c2nc3c(c(=O)[nH]c(=O)n3C)n2CCSc2nc3ccccc3o2)C1 (stereo unspecified),i
# Other records
SMILES,ST2 inh
COc1ccc(CN2CC[C@H](c3nnc(-c4cncn4C)o3)C2)cc1,i
COc1ccccc1N/C=C(/C#N)c1nc(-c2ccc3c(c2)OCO3)cs1,?
CCOC(=O)c1nn(Cc2ccccc2)c2c1CN(C(=O)c1cc3ncccn3n1)CC2,?
Nc1nonc1NC(=O)CSc1nc2ccccc2s1,i
COc1cccc(N2CCN(C(=O)c3cccn4c(=O)c5c6c(sc5nc34)CCCC6)CC2)c1,i
CN(C)C(=O)N=NC(=O)N(C)C,i
Cc1ccc(NC(=O)c2cnc3sccn3c2=O)cc1F,i
O=C(NCCC1=CCCCC1)C1CC(=O)N(C2CCCCCC2)C1 (stereo unspecified),i
COC(=O)C1=C(C)NC2=C(C(=O)CCC2)C1c1cccnc1 (stereo unspecified),i
COc1ccc(N(C(=O)c2ccccc2Br)C2C=CS(=O)(=O)C2)c(OC)c1 (stereo unspecified),i
Cc1ccc(OCC(=O)Nc2ccccc2I)cc1,i
Cc1nn(C)c(C)c1C(C)NC(=O)c1cccc(Cn2cccn2)c1 (stereo unspecified),i
O=C1Nc2ccccc2C(O)(C(=O)NCCCN2CCCC2)N1c1ccc(Cl)c(Cl)c1 (stereo unspecified),i
O=C(c1ccc([N+](=O)[O-])cc1)n1nnc2ccccc21,i
Cc1cnc(Cn2cnc(-c3ccccc3)c2-c2cc(C)[nH]n2)cn1,i
Cc1cc(I)ccc1NC(=O)c1cccnc1,?
Cc1ccc(C)c(OCCn2cc(C=C3C(=O)NC(=O)NC3=O)c3ccccc32)c1,?
O=C(O)c1ccc(C2CCN(C(=O)Cc3cccnc3)C2)cc1 (stereo unspecified),?
CC1(C)Cc2cccc(CN3CCC(n4cc(CO)nn4)CC3)c2O1,i
COc1cccc(C(=O)Nc2cccc(OCc3cc(=O)n4cc(Cl)ccc4n3)c2)c1,i
Cc1ccnc(N2CCN(C(=O)c3ccccc3C3CCNC3)CC2)c1 (stereo unspecified),i
COc1ccc(Nc2cc(C)nc(Nc3ccc(NC(=O)c4ccco4)cc3)n2)cc1,?
CC(C)c1nc(CN(C)C(=O)COc2cccnc2)cs1,i
Cc1[nH]c2c(C)cccc2c(=O)c1CN1CCC(C)CC1,i
Cc1ccc(S(=O)(=O)N(C)CC(=O)Nc2ccc(I)cc2)cc1,i
# Following part
SMILES,ST2 inh
CC(C)OC(=O)C1=C(N)OC2=C(C(=O)CCC2)C1c1ccc(Cl)cc1 (stereo unspecified),i
N#CC1=C(N)OC2=C(C(=O)CCC2)C1c1ccc([N+](=O)[O-])cc1 (stereo unspecified),?
CCCS(=O)(=O)N1CCC(C(=O)NC2CCC(C)CC2)CC1 (stereo unspecified),i
O=C(O)C1C2C=CC(C2)C1C(=O)NCc1ccncc1 (stereo unspecified),i
COc1cc(NC(=S)N[C@H]2CO[C@H]3[C@@H]2OC[C@@H]3n2nnnc2Oc2ccc3c(c2)OCO3)cc(OC)c1,i
Cc1c(O)ccc2c(=O)c(-c3nc4ccccc4s3)c(C(=O)O)oc12,?
O=C(Nc1ccc(Oc2ccccc2)cc1)O[C@@H]1CO[C@H]2[C@@H]1OC[C@@H]2NC(=O)c1ccc(C(F)(F)F)cc1,?
Cc1c(NC(=O)C(c2ccccc2)c2ccccc2)c(=O)n(-c2ccccc2)n1C,i
O=C(c1noc2c1CCCCC2)N1CCOCC1,i
COC(=O)c1sc(-c2ccccc2)cc1NC(=O)c1cc(=O)c2ccccc2o1,i
CCC(C)NC(=O)C1(C)CCC(=O)N1Cc1cc(Br)ccc1OC (stereo unspecified),i
CCCCSc1nnc2c(n1)OC(c1cccc(C)n1)N(C(C)=O)c1ccccc1-2 (stereo unspecified),?
C=CCSc1nnc2c(n1)OC(c1ccc(N(C)C)cc1)N(C(C)=O)c1ccccc1-2 (stereo unspecified),?
Cc1nn(C)c(N2CCOCC2)c1CN(C)Cc1[nH]c2ccccc2c1C,i
CCNC(=O)CN1CCN(Cc2cnc3c(-c4ccccc4)cnn3c2)CC1,i
CSc1nsc(SC)c1C(=O)N1CCN(S(=O)(=O)c2ccc(C)cc2)C1C(C)C (stereo unspecified),i
COc1ccc(NC(=O)CCC2CCCN(C(=O)C3=CC(=O)CC(C)(C)O3)C2)cc1Cl (stereo unspecified),i
COCC(=O)N[C@H]1C[C@H]2C(=O)NC[C@@H](CCC(=O)N3CCN(c4ccccc4)CC3)N2C1,i
COc1ccc(-c2cc3cc(OC)c(OC)cc3c(C)n2)cc1OC,i
NCCNC(=O)c1ncsc1-c1cccc(F)c1,i
CCOC(=O)C1(N(CC)CC)Sc2cc(C)ccc2NC1=O (stereo unspecified),?
CSCCC(Nc1ncnc2sc3c(c12)CCCC3)C(=O)O (stereo unspecified),i
CCN1C(=O)NC(=O)/C(=C\c2cn(CCOc3ccc(OC)cc3)c3ccccc23)C1=O,?
O=C(CSc1cn(Cc2cccc(F)c2)c2ccccc12)N1CCCCC1,i

# Not all compounds are listed; count on the stated rates, not on these rows.
